E coli WT exp = growth inhibitors of wild-type E. coli, primary screen, strain BW25113, expanded library, OD600 | OD600 absorbance | growth inhibition, % at 100 µM | hit rate 0.15% among 98,000 | AID 710, 2007;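 active = growth inhibition above about 50% at one test dose, limit read from the data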;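 note: growth measured after 20 h incubation at 37 °C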
hDAT+cocaine = changed hDAT dopamine uptake under cocaine IC80, either direction, primary screen, cocaine antagonist project, cell-based, LLC-PK1 hDAT, [14C]-dopamine uptake, MLSMR | Sodium-dependent dopamine transporter (Homo sapiens), Q01959 | LLC-PK1 hDAT cells, [14C]-dopamine uptake with cocaine IC80; actives deviate in either direction | B-score at 10 µM | hit rate 1.3% among 110,000 | AID 449768, 2010;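 active = Z score or B-score, a plate-position-corrected score, falls beyond the plate's 99.7% confidence bounds, in either direction; inactive = both scores lie inside the 99.7% bounds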;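 note: scored against the spread of the other compound wells on the same plate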
Target sequence (Q01959 whole entry, looked up): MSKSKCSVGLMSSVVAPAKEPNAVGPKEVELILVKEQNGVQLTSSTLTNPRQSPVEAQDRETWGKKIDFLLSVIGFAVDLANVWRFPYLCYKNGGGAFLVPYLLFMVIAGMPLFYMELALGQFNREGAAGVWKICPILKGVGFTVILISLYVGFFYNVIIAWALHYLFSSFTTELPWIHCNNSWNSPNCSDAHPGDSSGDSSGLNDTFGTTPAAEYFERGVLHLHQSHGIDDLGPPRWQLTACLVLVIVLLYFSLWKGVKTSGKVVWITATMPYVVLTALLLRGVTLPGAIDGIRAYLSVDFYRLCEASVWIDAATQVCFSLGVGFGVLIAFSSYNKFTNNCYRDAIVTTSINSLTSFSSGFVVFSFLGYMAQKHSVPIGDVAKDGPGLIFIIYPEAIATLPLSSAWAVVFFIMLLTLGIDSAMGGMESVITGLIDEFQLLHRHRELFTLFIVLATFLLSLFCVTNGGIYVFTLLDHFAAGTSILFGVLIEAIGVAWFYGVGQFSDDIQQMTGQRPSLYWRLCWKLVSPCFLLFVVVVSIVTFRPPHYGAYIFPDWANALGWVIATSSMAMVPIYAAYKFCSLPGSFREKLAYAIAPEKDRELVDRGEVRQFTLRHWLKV
The depositor's hits bear a star.

#	SMILES	E coli WT exp	hDAT+cocaine
1	COc1ccc(OC(C)=O)c(C2c3cc(OC)c(OC)cc3CCN2C(C)=O)c1 (stereo not drawn)	-1	-0.26
2	CCOc1ccc(-c2nnc(SCC(=O)N3CCN(c4ccccc4)CC3)o2)cc1	-13	0.061
3	COc1ccc(Cc2nc(-c3ccc(-n4cccc4)cc3)no2)cc1	-6	-1.1
4	CCNc1nc(-c2ccc(Cl)cc2)cs1	26	2
5	CC1Cn2c(nnc2-c2cccc(N)c2)S1 (stereo not drawn)	7	0.0068
6	Cc1ccc(CSc2nnc(Cn3c(=O)sc4ccccc43)n2C)cc1	3	0.43
7	CCC1(C)Cc2c(sc3c2c(=O)n(C)c2nnc(SCCc4ccccc4)n32)CO1 (stereo not drawn)	-10	1
8	O=C(CSc1nnnn1-c1ccccc1)Nc1nsc(-c2ccc(Cl)cc2)n1	-9	-0.018
9	CCCc1nc2c(o1)CC(CC(C)SCC)CC2=O (stereo not drawn)	7	-0.27
10	S=C(c1ccc(-c2ccccc2Cl)o1)N1CCOCC1	5	2
11	Cc1cc(NC(=O)CCC(=O)N(c2cccnc2)C(C(=O)NC2CCCC2)c2ccccc2)no1 (stereo not drawn)	-4	-0.83
12	O=C(Nc1ccc(Br)cc1Cl)c1cnccn1	2	0.16
13	Cn1c(Cn2c(=O)sc3ccccc32)nnc1SCC(=O)Nc1ccccc1	5	1.1
14	COc1ccc(Cl)cc1NC(=O)c1cnc2sccn2c1=O	-6	-0.26
15	COCCSc1nnc(NC(=O)C2CCCO2)s1 (stereo not drawn)	12	-0.6
16	Cn1cccc1Cc1nnc(SCC(=O)Nc2cccc(F)c2)n1CCc1ccccc1	-9	2.1*
17	C=CCn1c(SCC(=O)NCc2ccc3c(c2)OCO3)nnc1C1CCCCC1	5	0.26
18	O=c1oc2ccccc2n1CCCOc1ccccc1	1	0.55
19	Cn1c(=O)c2c(nc(Sc3nc4ccccc4n3CC(=O)N3CCCCC3)n2C)n(C)c1=O	4	0.7
20	CCOc1ccccc1N1CCN(S(=O)(=O)CC)CC1	-4	1
21	Nc1nnnn1CC(=O)OCc1cccc(Br)c1	5	-1.2
22	COc1cc(C)c(C(C)C)cc1S(=O)(=O)N1CCOCC1	-10	1.1
23	O=C1OC2(CCCCC2)OC(=O)C1=CNc1nccs1	3	-0.2
24	O=C(c1ccco1)N1CCN(c2nc3ccccc3n3nnnc23)CC1	-12	-0.29
25	O=C(NCc1ccccc1)c1ccc(/C=N/O)nc1	4	-0.15
26	COC(=O)c1nc2cc(C)ccn2c1F	8	-1.4
27	CCS(=O)(=O)c1ccc(O)c(NC(=O)c2cc(OC)c(OC)c(OC)c2)c1	-10	1.9
28	CCCn1cc(SCC(=O)Nc2nnc(C)s2)c2ccccc21	4	0.019
29	CC1(C)CC2(CC(C)(C)N1)OC(=O)N1CCc3ccccc3C12C (stereo not drawn)	5	-0.77
30	Cc1cc(=O)n2[nH]c(C)c(-c3ccc(Cl)cc3)c2n1	-6	-0.018

Profiles, quoted from the list. Order of screens: E coli WT exp | hDAT+cocaine
CC1(C)CC2(CC(C)(C)N1)OC(=O)N1CCc3ccccc3C12C (stereo not drawn) reads 5 | -0.77
Cc1cc(NC(=O)CCC(=O)N(c2cccnc2)C(C(=O)NC2CCCC2)c2ccccc2)no1 (stereo not drawn) reads -4 | -0.83
CC1Cn2c(nnc2-c2cccc(N)c2)S1 (stereo not drawn) reads 7 | 0.0068

Continued:
#	SMILES	E coli WT exp	hDAT+cocaine
31	Cc1cc(=O)n2nc(-c3ccccc3)sc2c1C#N	-7	2.5*
32	COCC(=O)NC(C)c1nc2ccccc2[nH]1 (stereo not drawn)	1	-0.25
33	O=C(O)c1ccc(COc2c(F)c(F)c(F)c(F)c2F)o1	1	-0.032
34	O=C(Nc1nc(-c2ccc3c(c2)OCO3)cs1)C1COc2ccccc2O1 (stereo not drawn)	-7	-0.28
35	CC(C)N1CCc2c(sc(N)c2C#N)C1	-1	0.87
36	COCCCNC(=O)CN1C(=O)CSc2ncccc21	7	-1.1
37	CCC(C)NC(=O)c1cnc2n(c1=O)CCS2 (stereo not drawn)	-1	-0.7
38	COc1ccc(OC)c(NC(=O)CSc2nnc(Cn3c(=O)sc4ccccc43)n2C)c1	-2	-0.66
39	CCOCCn1c(N2CCN(c3ccccc3)CC2)nc2c1c(=O)n(C)c(=O)n2C	3	-0.062
40	CC(C)NC(=O)NC(=O)COc1ncnc2sccc12	7	-0.12
41	COc1cc(/C=N/O)ccc1OCc1ccc(C(=O)O)cc1	0	-0.41
42	Cc1sc2nc(SCC(=O)N3CCN(CCO)CC3)n(-c3ccccc3)c(=O)c2c1C	7	0.62
43	O=C(CCCN1C(=O)c2ccccc2C1=O)NC1=NCCS1	4	1.4
44	COc1ccc(NC(=O)CSc2nnc(-c3cccs3)n2C)cc1OC	0	-0.17
45	CCc1nn(CC(=O)NCCCN2CCCC2=O)c(=O)c2cc3sccc3n12	5	1.3
46	COc1ccc(Cn2nnnc2C(c2ccccn2)N2CCN(c3cc(Cl)ccc3C)CC2)cc1 (stereo not drawn)	-10	-0.14
47	O=C(C1CCN(S(=O)(=O)c2cccc3cccnc23)CC1)N1CCN(c2ccccc2)CC1	6	1.1
48	COCCSc1nc2c(c(=O)[nH]c(=O)n2C)n1Cc1cccc(C)c1	-1	-1.3
49	COc1ccc(C(=O)Oc2ccc(/C=N/O)cc2)cc1	-3	0.28
50	CCOC(=O)Cc1[nH]nc2c1C(c1cccc(OC)c1OC)C(C#N)=C(N)O2 (stereo not drawn)	4	1.2
51	C/C(=C1\SC(N2CCOCC2)=NC1=O)c1ccccc1	0	0.028
52	COc1ccc2nc(NC(=O)C3CCN(S(=O)(=O)c4cnc[nH]4)CC3)sc2c1	-6	2*
53	O=C(O)CCCNS(=O)(=O)c1ccc(Br)s1	-7	0.75
54	CC(=O)OCCNC(=O)Cn1cnc2c1c(=O)n(C)c(=O)n2C	-3	-0.46
55	Nc1nc2ccccc2nc1N	2	-8*
56	Cc1ccc(S(=O)(=O)N2CCC(C(=O)N[C@@H](C)C(=O)NC3CCCCC3)CC2)cc1	2	-0.0049
57	CCCc1nc(NC(C)=O)c(C#N)c(-c2ccco2)c1CC	2	0.2
58	O=C(NCC1CCCO1)NC12CC3CC(CC(C3)C1)C2 (stereo not drawn)	-6	-1.1
59	CC1(C)Cc2c(sc3c4nnnn4c4nnnn4c23)CO1	-1	-1.4
60	C(=N\c1nc2ccccc2n1Cc1ccccc1)/c1cccs1	34	0.35
61	Cc1cc(O)cc(O)c1C(=O)Cc1cscn1	-1	-1
62	CCOC(=O)c1sc(NCc2ccco2)c(-c2nc3ccccc3s2)c1N	-5	1.1
63	Cn1c2c(c(=O)n(C)c1=O)C1c3ccccc3OCC1C(C)(C)O2 (stereo not drawn)	-6	0.46
64	COCCn1nnnc1C(c1ccc(OC)cc1)N1CCC(C)CC1 (stereo not drawn)	1	-1
65	Cc1ccc(S(=O)(=O)NCc2ccco2)cc1C	4	1.2
66	O=C(Nc1ccccc1Oc1ccccc1)C1CC1	10	-0.62
67	CCOC(=O)C1CCN(C(=O)Cn2cc3c(n2)CCC(C)C3)CC1 (stereo not drawn)	-3	-0.69
68	COc1cc(C2Nc3ccc4ncccc4c3C3=C2C(=O)CCC3)ccc1O (stereo not drawn)	3	0.55
69	O=C(Cn1ncc2ccccc21)N1CCc2ccccc21	10	0.13
70	COC(=O)CSc1ccc2c(N)c(C(=O)OC)sc2c1	4	0.82
71	COc1cc2c(C(=O)NCc3ccccn3)cn(CC(C)C)c(=O)c2cc1OC	1	-0.14
72	COc1cccc(N2CCN(C(=O)c3cccnc3)CC2)c1	4	-1.2
73	CC1(C)Cc2c(c(-c3ccccc3)nc(N3CCCC3)c2C(N)=O)CO1	1	0.073
74	CCOC(=O)N1CCN(C(=O)Nc2ccc3nc(-c4ccccn4)c(-c4ccccn4)nc3c2)CC1	0	0.0026
75	COc1ccc(CNC(=O)C(C)OC(=O)c2cccn2C)cc1 (stereo not drawn)	8	0.006
76	CCOC(=O)C1CCN(S(=O)(=O)c2ccc3c(c2)CCCN3C(C)=O)CC1	-6	0.68
77	CC(C(=O)N(C1CC1)C1(C(=O)Nc2ccccc2)CCCC1)N1C(=O)c2ccccc2C1=O (stereo not drawn)	-19	0.014
78	COc1cc(S(=O)(=O)N(Cc2ccc(C)cc2)C2CCCCC2)ccc1-n1cnnn1	-18	0.52
79	CCSc1oc(-c2cccs2)nc1S(=O)(=O)c1ccccc1	-22	-0.46
80	CC(=O)NC(CCS(C)(=O)=O)C(=O)Nc1cccc(Cl)c1Cl (stereo not drawn)	-5	-1.7
81	CC(=O)N1CCc2cc(S(=O)(=O)NCCC(=O)NC3CCN(Cc4ccccc4)CC3)ccc21	1	-0.094
82	O=C1CC(c2ccccc2)n2nc(NC(=O)c3ccccn3)nc2N1 (stereo not drawn)	-10	-0.027
83	CC(=O)C(Sc1ncnc2c1nnn2-c1ccc(F)cc1)C(=O)N(C)C (stereo not drawn)	-9	-0.94
84	COc1cc(CNc2ccc(C)c(C)c2)cc(OC)c1OC	6	-0.7
85	CCc1nn(C(C)C(=O)N2CCc3ccccc3C2)c(=O)c2cc3occc3n12 (stereo not drawn)	0	1.1
86	N#Cc1c(N)nc2c(c1-c1cccnc1)CCCCC2	1	1.1
87	CCc1ccccc1NC(=O)CSC1=C(C#N)C(c2ccc(O)c(OC)c2)C2=C(CCCC2=O)N1 (stereo not drawn)	1	1.5
88	O=S1(=O)CCN2C(=N1)Sc1c2ccc2c1CCCC2	1	-0.42
89	COc1cccc(N2CC(C(=O)NC3CCCCC3)CC2=O)c1 (stereo not drawn)	-6	1.1
90	CCOc1ccccc1NC(=O)Cn1cnc2c(nnn2-c2cccc(OC)c2)c1=O	-2	1

In the list so far, these have fluorine:
#	SMILES	E coli WT exp	hDAT+cocaine
16	Cn1cccc1Cc1nnc(SCC(=O)Nc2cccc(F)c2)n1CCc1ccccc1	-9	2.1*
26	COC(=O)c1nc2cc(C)ccn2c1F	8	-1.4
33	O=C(O)c1ccc(COc2c(F)c(F)c(F)c(F)c2F)o1	1	-0.032
83	CC(=O)C(Sc1ncnc2c1nnn2-c1ccc(F)cc1)C(=O)N(C)C (stereo not drawn)	-9	-0.94

Next part.
#	SMILES	E coli WT exp	hDAT+cocaine
91	CCOC(=O)N1CCc2c(sc(NC(=O)c3ccc(Cl)s3)c2C(N)=O)C1	-4	1.5
92	CCOC(=O)COc1nc(OC)nc(N2CCOCC2)n1	2	0.029
93	Cc1oc(-c2ccccc2F)nc1CS(=O)(=O)CC(=O)N1CCOCC1	-6	-1.2
94	CCOC(=O)CC1=NS(=O)(=O)c2ccccc2N1	1	-1.7
95	CCOC(=O)c1cnc2nc(C)[nH]n2c1=O	5	-0.02
96	O=C(O)CSCc1nc2ccccc2s1	-12	-1.3
97	COc1ccc(S(=O)(=O)CCC(=O)Nc2c(C)n(C)n(-c3ccccc3)c2=O)cc1	-2	0.4
98	Cc1[nH]c(=O)[nH]c(=O)c1S(=O)(=O)NCC12CC3CC(CC(C3)C1)C2	4	0.065
99	COc1cccc(-c2nn(C)c3sc(C(=O)Nc4ccc5c(c4)OCCO5)cc23)c1	-14	-0.51
100	Cc1cc(NC(=O)c2cccc(S(=O)(=O)N3CCOCC3)c2)c2ccccc2n1	1	0.0047
101	Cn1nc(OCCOc2ccccc2)ccc1=O	2	-0.36
102	CCC(C)(C)NC(=O)C(c1ccc(F)cc1)N(Cc1ccco1)C(=O)CCC(=O)Nc1ccccn1 (stereo not drawn)	8	0.9
103	CCOc1ccc2[nH]c(=O)c(C(c3nnnn3CC3CCCO3)N3CCc4ccccc4C3)cc2c1 (stereo not drawn)	-18	0.55
104	CCOC(=O)C1=C(C)NC(=O)NC1c1ccc(OCC(=O)OC)c(OC)c1 (stereo not drawn)	-8	0.39
105	CC1CN(c2nc3c(c(=O)[nH]c(=O)n3C)n2Cc2ccccc2F)CC(C)O1 (stereo not drawn)	1	0.1
106	COC(=O)c1sc(NC(=O)C2CCCCC2C(=O)O)c(C(=O)OC)c1C (stereo not drawn)	-12	0.25
107	CCC(C)(C)n1nnnc1C(c1ccc(Cl)cc1)N1CCN(C)CC1 (stereo not drawn)	4	-0.048
108	Cc1ccc(-c2nc(CS(=O)(=O)CC(=O)N3CC(C)CC(C)C3)c(C)o2)cc1 (stereo not drawn)	10	1

A draw from above in order of molecular weight, low to high.
#	SMILES	E coli WT exp	hDAT+cocaine
96	O=C(O)CSCc1nc2ccccc2s1	-12	-1.3
105	CC1CN(c2nc3c(c(=O)[nH]c(=O)n3C)n2Cc2ccccc2F)CC(C)O1 (stereo not drawn)	1	0.1
91	CCOC(=O)N1CCc2c(sc(NC(=O)c3ccc(Cl)s3)c2C(N)=O)C1	-4	1.5

A portion of the library; the hit share may differ from the screen's.
